GPR151 activ – human GPR151 activation. Q8TDV0. PathHunter beta-arrestin GPR151 cells, luminescence. activation, % at 11.2 µM. 650,000 tested, 1% active. AID 1508602; in the data active = activation above about 4.9%;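 note: 0% = median of compound wells and 100% = cells with positive control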
MITF inh – human MITF inhibition, primary screen. O75030. AlphaScreen MITF homodimerization, bead proximity signal. inhibition, % at 2.6 µM. 650,000 tested, 0.91% active; in the data active = inhibition above about 50%;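 note: 0% = vehicle wells with protein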
TEAD-YAP inh – TEAD-YAP interaction inhibition. 640,000 tested, 1.4% active. HEK-TIYL cells, TEAD-Gal4/YAP UAS-luciferase luminescence. AID 1259422. inhibition, % at 9.12 µM; in the data active = inhibition above about 32%;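 note: 0% = median of test compound wells and 100% = reference inhibitor wells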
FBW7 act – human FBW7 E3 ligase activation, primary screen | normalized activity (activation), % at 26.1 µM | Q969H0 | AlphaScreen FBW7–phospho-cyclin E peptide binding, activator screen | AID 1259310 | 650,000 tested, 0.13% active; in the data active = normalized activity above about 1.9%;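 note: purified mutant Fbw7 with reduced substrate affinity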
Target sequence (Q969H0 whole entry, looked up): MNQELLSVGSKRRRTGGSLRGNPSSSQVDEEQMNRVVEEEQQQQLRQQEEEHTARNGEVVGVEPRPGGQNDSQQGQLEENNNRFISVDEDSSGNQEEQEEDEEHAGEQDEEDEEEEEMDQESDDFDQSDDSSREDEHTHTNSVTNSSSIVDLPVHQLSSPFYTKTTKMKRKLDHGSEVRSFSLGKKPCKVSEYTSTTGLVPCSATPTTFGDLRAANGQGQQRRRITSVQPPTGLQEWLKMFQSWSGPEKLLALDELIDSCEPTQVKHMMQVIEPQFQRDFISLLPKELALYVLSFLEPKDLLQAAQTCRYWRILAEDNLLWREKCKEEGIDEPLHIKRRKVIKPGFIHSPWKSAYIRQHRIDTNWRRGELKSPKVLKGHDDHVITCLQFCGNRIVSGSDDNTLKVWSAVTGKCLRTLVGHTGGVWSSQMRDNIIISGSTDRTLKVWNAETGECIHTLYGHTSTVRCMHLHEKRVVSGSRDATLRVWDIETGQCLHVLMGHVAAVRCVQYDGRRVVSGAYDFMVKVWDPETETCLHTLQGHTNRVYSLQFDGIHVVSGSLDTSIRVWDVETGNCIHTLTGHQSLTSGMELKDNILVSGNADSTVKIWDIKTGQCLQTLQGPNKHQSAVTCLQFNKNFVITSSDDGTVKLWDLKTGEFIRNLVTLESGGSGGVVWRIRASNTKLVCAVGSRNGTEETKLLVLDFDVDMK
Numbers without * were called inactive.

mol | GPR151 activ | MITF inh | TEAD-YAP inh | FBW7 act
O=C(Nc1ccccc1Cl)c1cc(-c2ccc(Br)cc2)nc2ccccc12 | -1.3 | 18 | 9 | 0.1
CN1CCCN(c2nccnc2-c2ccc(CO)cc2)CC1 | -0.1 | 9 | 8 | 0.6
Cn1c(N2CCC(C(=O)NCCc3ccc(O)cc3)CC2)nc2ccccc21 | 0.1 | 2 | 2 | -0.1
Cc1nn(C)c(C)c1-c1nccc(Nc2ccccc2)n1 | 1.5 | 3 | -13 | -0.1
COC(=O)c1ccccc1NC(=O)c1sc2ncnc(N3CCN(c4ccc(OC)cc4)CC3)c2c1C | 1.4 | -13 | -7 | -0.1
COc1cccc(/C=C/C(=O)OC2CCOC2=O)c1OC (stereo not given) | -1.6 | -10 | -2 | -0.1
O=C(/C=C/c1ccccc1)n1cnc2ccccc21 | 4.2 | -3 | 6 | 0.0
Cc1c(Br)c(C(F)(F)F)nn1CC(=O)NCC1CCCO1 (stereo not given) | -0.3 | -21 | 1 | 0.1
Cn1c(=O)oc2cc(S(=O)(=O)NCCC(=O)Nc3cccc(Cl)c3)ccc21 | -0.1 | 0 | 22 | 0.2
Cc1nc2c(c(=O)[nH]1)CCN(C(=O)c1cc(C(C)(C)C)nn1C)C2 | -1.0 | -16 | -6 | 0.0
CCCSc1nnc2c(n1)OC(c1ccc(-c3ccccc3Cl)o1)Nc1ccccc1-2 (stereo not given) | 1.3 | 4 | 3 | 0.0
O=C(Nc1ccc2[nH]ncc2c1)[C@H]1CCN(C(=O)[C@@H](O)CSc2ccc(Br)cc2)C1 | 5.7* | 1 | -4 | 0.2
CCOc1ccc(-n2c(=S)sc3c(=O)n(-c4ccccc4)c(SCC(=O)N4CCCCCC4)nc32)cc1 | -1.3 | -1 | 1 | -0.2
c1ccc2c(c1)CCC/C2=N/Nc1nc2ccccc2[nH]1 | -0.4 | 14 | -21 | 0.0
CCOC(=O)C(=O)Nc1c(C(=O)Nc2ccc(OCC)cc2)oc2ccccc12 | 1.0 | 2 | -16 | -0.1
O=C(Cn1c(=O)[nH]c2ccsc2c1=O)NCc1cccs1 | -0.4 | 3 | 0 | -0.2
CCN1CCN(CC(=O)c2cc(C)n(-c3cccc(C(F)(F)F)c3)c2C)CC1 | -0.9 | 63* | 0 | -0.1
CC1CCN(S(=O)(=O)c2ccc(F)c(C(=O)O)c2)CC1 | 2.1 | 8 | 10 | 0.2
COc1ccc(OC)c(/C=c2\sc3n(c2=O)C(N)=C(C#N)C(c2cc(OC)ccc2OC)C=3C#N)c1 (stereo not given) | 0.9 | 13 | -3 | 0.1
COc1ccccc1/C=C(/C#N)c1ccc(C#N)cc1 | -0.7 | -6 | -7 | -0.2
COC(=O)C1=C(C)NC2=C(C(=O)CCC2)C1c1ccc(OC)c(OC)c1OC (stereo not given) | 0.1 | -7 | -5 | 0.0
CC1=NOC(=O)/C1=C/c1ccccc1OS(=O)(=O)c1ccc(C)cc1 | -0.1 | 70* | 5 | 0.0
Cc1ccc(N2CCN(Cc3cc(-c4cnccn4)ccc3O)CC2)c(C)c1 | -1.7 | -1 | 5 | -0.2
CC(=O)Nc1ccc(C(=O)OCC(=O)Nc2ccc3ccccc3c2)cc1 | 2.6 | 7 | -1 | -0.4
CCN1CCN(S(=O)(=O)c2ccc3c(c2)OCCO3)CC1 | 1.2 | -3 | 11 | 0.0
CCN1CCN(C(c2cccs2)C(C)NC(=O)c2ccccc2OC)CC1 (stereo not given) | -0.4 | 3 | -2 | 0.2
O=C(O)CN1C(=O)/C(=C2\SC(=Nc3cccc(Cl)c3Cl)NC2=O)c2ccccc21 | 0.2 | -1 | -1 | 0.1
COc1ccc(S(=O)(=O)Nc2nc3c(F)cc(F)cc3s2)cc1[N+](=O)[O-] | 0.9 | -3 | -7 | -0.1
CC(C)OCCCNC(=O)CCn1nc(-c2ccccc2)ccc1=O | 1.1 | 0 | -6 | 0.1
O=C(N/C(=C\c1ccco1)C(=O)N1CC2CC(C1)c1cccc(=O)n1C2)c1ccc([N+](=O)[O-])cc1Cl (stereo not given) | 1.3 | -8 | -1 | 0.0
CCOC(=O)CN1CCCC1=C(C#N)C#N | -0.4 | 2 | 5 | 0.1
Cc1cccc(N2CCN(c3c(-c4ccc5c(c4)OCC(=O)N5)c(=O)c3=O)CC2)c1C | -0.3 | 8 | 22 | 0.1
COC(=O)CN1C(=O)C(C)(C)Oc2ccc(C(=O)Nc3cccc(OC)c3)cc21 | 1.1 | 15 | -5 | 0.6
Cc1ccccc1NC(=O)C(=O)NCCOc1ccc(Cl)cc1 | 0.8 | 2 | 4 | 0.0
COc1cc(/C=N/NC(=O)c2cccnc2)ccc1Oc1ccc([N+](=O)[O-])cc1[N+](=O)[O-] | 0.5 | 12 | 9 | -0.1
COc1cc(OC)nc(CCC(=O)N2CCN(C(c3ccccc3)c3ccccc3)CC2)n1 | 0.3 | 2 | -8 | -0.1
Cc1ccc(-c2csc3ncnc(N4CC(C)OC(C)C4)c23)cc1C (stereo not given) | 0.1 | 0 | -11 | -0.1
CC(NC(=S)NNC(=O)c1cccc(N(C)C)c1)c1ccccc1 (stereo not given) | 0.6 | 4 | -2 | 0.6
O=C(c1ccco1)N1CCN(c2c([N+](=O)[O-])nn(-c3cccc(Cl)c3)[n+]2[O-])CC1 | -0.5 | 18 | 4 | 0.3
COc1ccc(C(C)=O)c(OC(=O)c2ccccc2I)c1 | 1.1 | 2 | 3 | 0.0
C#CCOc1ccc2ccccc2c1/C=C1/NC(=O)NC1=O | 1.0 | 18 | 2 | 0.3
N#Cc1ccc(C(=O)CSc2nnc(-c3c[nH]c4ccccc34)o2)cc1 | -0.3 | 19 | 4 | 0.5
O=C1c2cc(Cl)c(Cl)cc2C(=O)N1c1cccc(Oc2ccccc2)c1 | 0.3 | 8 | -9 | -0.1
OC(CNCc1ccccn1)c1ccccc1 (stereo not given) | -0.3 | 54* | -9 | -0.8
CCOC(=O)c1c(C)oc2ccc(N(C(=O)c3ccc(C)cc3)S(=O)(=O)c3ccc(Cl)cc3)cc12 | -0.2 | 12 | -1 | 0.7
Cc1c2c(nc3c(C(=O)NCc4ccc(Cl)cc4)cnn13)CCCC2 | 2.0 | 13 | -1 | 0.7
Cc1cc2cc(CNC(=O)c3cccc(Br)c3)ccc2n1C | 0.5 | -6 | 8 | -0.2
COc1ccc(C2CC(c3cccnc3)Nc3ncnn32)c(OC)c1OC (stereo not given) | 1.1 | -7 | 6 | -0.1
CN(C)c1ccc(C(c2nnnn2CCc2ccccc2)N2CCC(C(N)=O)CC2)cc1 (stereo not given) | 0.6 | 0 | -5 | 0.0
COc1ccccc1N1C(=O)c2ccc(-c3nc4cc(C)ccc4o3)cc2C1=O | -1.1 | 9 | -3 | 0.0
CCOC(=O)C1=C(C)NC2=C(C(=O)c3ccccc32)C1c1cccc(F)c1 (stereo not given) | -0.5 | -11 | -7 | -0.2
Cc1ccc(NC(=O)Cc2c(C)nc3ncnn3c2C)cc1 | 1.4 | 1 | 5 | 0.2
O=[N+]([O-])c1ccc(S(=O)(=O)N2CCN(c3ccc(Cl)cc3)CC2)cc1 | 1.7 | 15 | 3 | 0.2
COc1ccccc1C1CC(=O)Nc2cc(C)c(C)cc21 (stereo not given) | 1.6 | 14 | 57* | 0.1
CSc1nnc2c(n1)OC(c1ccc(O)c(O)c1)Nc1ccc(Br)cc1-2 (stereo not given) | -1.1 | -1 | -5 | -0.1
O=C(O)COc1ccc(/C=C2/NC(=O)NC2=O)cc1I | 0.1 | -15 | -2 | -0.2

Additional entries:
Every second line gives: GPR151 activ	MITF inh	TEAD-YAP inh	FBW7 act
CC(=O)Nc1ccc(S(=O)(=O)Nc2cccc(-c3ccc4nncn4n3)c2)cc1
    -1.7	-6	-2	0.0
Cc1c(C(=O)NCCc2cccs2)c(=O)oc2ccccc12
    -0.1	10	-15	0.0
C[C@@H](O)[C@@H]1NC(=O)[C@H]2CN(S(=O)(=O)c3cccc4ccccc34)CCN2C1=O
    -1.5	20	4	0.7
O=C(NCc1ccncc1)c1ccc(OC2CCN(C3CCSCC3)CC2)cc1
    0.4	5	0	0.0
COc1cn(-c2ccc(F)cc2)nc1C(=O)Nc1ccc(Cl)c(Cl)c1
    -0.3	-1	6	0.0
CCCCNC(=O)c1cc(S(=O)(=O)N2CCOCC2)ccc1Sc1ccc(Br)cc1
    -0.3	2	0	0.1
Cc1ccc2[nH]c(=O)c(CN(CCO)C(=O)Nc3ccccc3F)cc2c1
    -1.1	10	7	0.2
O=C(NCc1nc2ccccc2[nH]1)c1csc(Nc2ccc(C(F)(F)F)cc2)n1
    2.9	-4	-14	0.0
O=C(CN1C(=O)S/C(=C\c2cccs2)C1=O)N1CCCC1
    5.5*	14	-3	0.0
CCc1nc(SCC(=O)Nc2nnc(CC)s2)n[nH]1
    0.9	-15	-12	0.1
CC(C)(C)NC(=O)CCN(/N=C/c1ccccc1O)C1=NS(=O)(=O)c2ccccc21
    0.8	12	15	0.0
CCOc1ccc2cc(C(N)=O)/c(=N\NC(=S)Nc3ccccc3)oc2c1
    3.6	6	13	0.6
CCCCN(C)c1nc(S(=O)(=O)c2ccccc2)c(Cl)s1
    -1.0	7	-2	0.1
CC/C(O)=C(/C#N)c1nnc2n1CCCCC2
    1.6	3	-16	-0.1
OCC1CCCN1c1nccc(Nc2ccc3c(c2)OCO3)n1 (stereo not given)
    -1.4	-23	-5	0.0
Cc1csc(NC(=O)c2ncoc2-c2cccs2)n1
    -0.4	-7	-52	-0.1
CCSc1nc(-c2ccc(OC)cc2)c(C#N)c(=O)[nH]1
    1.1	-2	1	-0.1
COC(=O)c1ccc(NC(=O)C(C(C)C)N2C(=O)c3ccccc3C2=O)cc1 (stereo not given)
    -1.1	16	-4	0.2
Cc1cc(Cl)ccc1S(=O)(=O)n1nnc2ccccc21
    0.0	12	-7	0.1
Cc1cc(C(=O)N2CCC(Cc3ccccc3)CC2)on1
    -0.1	-1	-1	-0.1
Cc1onc(-c2ccccc2Cl)c1C(=O)N1CCN(C23CC4CC(CC(C4)C2)C3)CC1
    -2.1	16	-3	0.0
COc1cc(NC(=O)c2cccc3ccccc23)ccc1NC(=O)c1cc2ccccc2o1
    0.2	4	-1	-0.1
CCOc1ccccc1CN1CCC(C(=O)NCCN2CCOCC2)CC1
    -0.3	52*	1	-0.1
Cc1cccc(-c2nnc(SCC(=O)N3CCC(C)CC3)o2)c1
    -0.1	5	2	0.0
O=[N+]([O-])c1cccc(/C(=N/c2nccs2)N2CCOCC2)c1
    1.1	13	-2	-0.1
CCC(O)c1cc2c(cc1NC(=O)c1cccs1)OCCO2 (stereo not given)
    0.9	-16	-9	0.0
Cc1ccc2c(c1)cc1c(=O)n(CC(=O)NCCCN3CCOCC3)nc(C)n12
    -0.6	8	3	0.7
CCOc1cccc(NC(=O)c2cc(=O)c3ccccc3o2)c1
    -1.1	4	-6	0.1
Cc1ccc(NC(=S)NCC2CCCO2)c([N+](=O)[O-])c1 (stereo not given)
    -0.8	8	-38	0.0
COc1ccc(NC(=O)c2cc3c(=O)n(C)c4ccccc4c3n2C)cc1OC
    -0.2	4	9	-0.1
CCOC(=O)N1CCN(C2CCC(=O)N(Cc3ccc(F)cc3F)CC2)CC1 (stereo not given)
    -1.4	8	-12	0.0
O=C(NCc1cccnc1)c1nn(C23CC4CC(CC(C4)C2)C3)cc1[N+](=O)[O-]
    1.3	4	12	-0.1
NC(=O)c1c(NC(=O)CN(C(=O)c2ccco2)C2CCCC2)sc2c1CCCC2
    3.4	8	0	0.2
NC(=O)CN1C(=O)C2CCCN2S(=O)(=O)c2ccccc21 (stereo not given)
    0.4	-7	-4	-0.2
c1ccc2sc(N3CCN(c4nc5cc6c(cc5s4)OCO6)CC3)nc2c1
    -0.5	-1	-6	-0.1
Cc1cc(NCc2nc3ccccc3[nH]2)nc(-c2ccc(N3CCOCC3)nc2)n1
    -2.6	19	-4	0.1
COc1cccc2c1OC1(CCN(C(=O)Nc3c(F)cccc3F)CC1)OC2
    0.0	12	-3	-0.1
COc1ccc(OC)c(NC=C2C(=O)OC3(CCCCC3)OC2=O)c1
    1.0	16	1	0.5
COc1ccc(-c2noc(CC(=O)N(C(C)C)C3CCCCC3)n2)cc1
    2.5	-8	-16	0.0
COc1ccc2[nH]c(=O)c(-c3ccccc3)c(O)c2c1
    1.5	7	-7	-0.1
COc1ccccc1C1/C(=C(/O)c2ccccc2)C(=O)C(=O)N1CCO (stereo not given)
    -1.0	12	9	0.6
CCOC(=O)C1CCN(Cc2ccco2)CC1
    0.7	12	13	-0.1
O=C(Nc1ccc(Br)cc1Cl)c1cnccn1
    0.3	-2	-17	-0.1
